# Bioassay records deposited in PubChem BioAssay by several laboratories.
# GPR55 activation = selective activators of receptor GPR55 – imaging, U2OS cells, beta-arrestin-GFP redistribution, primary screen (AID 1961) | U2OS GPR55 beta-arrestin-GFP redistribution imaging; higher % means a stronger effect | one-dose activation, % at 10 µM; EC50 in µM for titrated hits | 290,000 tested, 0.048% active;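 active = activation above 40% with more than 50 cells counted in the well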;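 note: U2OS osteosarcoma cells stably expressing GPR55 and beta-arrestin-GFP; plate controls were DMSO negative control for no effect and LPI positive control for full effect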
# HEK293 NOD2/NF-kB = inhibition of NOD2-driven NF-kB reporter – cell-based, luminescence, uHTS, HEK293 (AID 1566). inhibition, % at 4 µM; hits with a dose series show EC50 in µM. 290,000 tested, 0.63% active. HEK293 NOD2/NF-kB luciferase reporter, luminescence; higher % means a stronger effect; note: many of its hits are not listed in these tables
# KOR beta-arrestin-1 = kappa opioid receptor blockers – cell-based, luminescence, uHTS (AID 1778); inhibition, % at 10 µM, or IC50 in µM where a hit was titrated; KOR beta-arrestin recruitment, luminescence, antagonist mode; higher % means a stronger effect; 290,000 tested, 0.091% active; note: strong numbers were not always called active
# NTR1 agonist = NTR1-driven beta-arrestin-GFP spot formation – imaging, U2OS cells, high content, primary screen (AID 493036) | activation, % at 20 µM | agonist mode | P30989 | 330,000 tested, 0.17% active;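 active = activation at or above 40% of the spot to cytoplasm intensity ratio, with at least 20 cells analyzed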;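 note: 0% = DMSO without peptide and 100% = 100 nM NTR1 peptide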
# Target sequence (P30989 whole entry, looked up): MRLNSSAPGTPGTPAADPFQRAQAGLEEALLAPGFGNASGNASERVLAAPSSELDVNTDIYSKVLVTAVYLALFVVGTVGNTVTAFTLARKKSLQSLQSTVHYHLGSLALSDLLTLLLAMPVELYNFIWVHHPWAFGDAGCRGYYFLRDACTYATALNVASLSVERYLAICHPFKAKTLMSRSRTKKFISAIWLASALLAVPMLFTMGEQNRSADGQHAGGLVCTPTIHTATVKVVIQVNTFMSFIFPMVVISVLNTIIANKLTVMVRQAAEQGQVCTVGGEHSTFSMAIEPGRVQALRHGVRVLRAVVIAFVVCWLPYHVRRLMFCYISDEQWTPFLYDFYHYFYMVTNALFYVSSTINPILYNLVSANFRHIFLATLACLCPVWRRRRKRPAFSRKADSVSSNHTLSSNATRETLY
# GPR55 LPI antagonism = inhibition of LPI-stimulated GPR55 beta-arrestin translocation – imaging, U2OS, beta-arrestin-GFP, LPI agonist, primary screen (AID 2013); U2OS GPR55 beta-arrestin-GFP translocation imaging, LPI antagonism; higher % means a stronger effect; inhibition, % at 10 µM, or IC50 in µM where a hit was titrated; 290,000 tested, 0.13% active;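 active = spots per cell inhibited over 60%, with over 100 cells counted and total cytoplasm intensity under 500,000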;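 note: U2OS cells stably carrying GPR55 and arrestin-GFP stimulated by 5 µM LPI near EC80; imaged beta-arrestin-GFP aggregate spots per cell after agonist stimulation; plate controls were LPI-stimulated DMSO wells for no effect and DMSO wells without LPI for full effect; some results filed as inactive read as strong as hits; confirmed hits need IC50 under 10 µM and bright autofluorescent wells are also inconclusive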
# KOR beta-arrestin-2 = kappa opioid receptor activators – cell-based, luminescence, uHTS, primary screen (AID 1777); 280,000 tested, 0.02% active; KOR beta-arrestin recruitment, luminescence; higher % means a stronger effect; one-dose activation, % at 10 µM; EC50 in µM for titrated hits; in the data active = activation above about 50%, passing the limit was not always enough; note: a part of the inactive calls stands beside numbers as strong as those of hits
# Myeloid diff MLP = compounds promoting myeloid differentiation. calls only at 10 µM. 360,000 tested, 1% active. ER-HoxA9 myeloid progenitors, lysozyme-GFP differentiation, flow cytometry. AID 624256;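 active = normalized GFP-positive differentiation at or above the plate's own cutoff, the solvent-only control mean plus 3 SD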;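 note: cells exposed to compound for four days before flow analysis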
# NOD1 inhibition = NOD1 signaling inhibitors, primary screen, cell-based, luminescence, uHTS (AID 1578); 290,000 tested, 1% active; NOD1-driven NF-kB luciferase reporter cells, luminescence; higher % means a stronger effect; inhibition, % at 4 µM; hits with a dose series show EC50 in µM; in the data active = inhibition mostly above about 36%, no sharp cut-off; inactive = mostly below about 34%;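 note: HEK-293T reporter cells stimulated with the NOD1 agonist gamma-tri-DAP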
# T cell HTS = T cell immune modulation candidate; 2C CD8+ T cell-vesicle binding, flow cytometry; stronger effect = lower value; calls only at 7 µM; 330,000 tested, 0.068% active;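 active = response, share of CD8 T cells binding vesicles, and their 90th percentile fluorescence all below set limits, cut at about 80% in these data, passing the limit was not always enough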
#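 Assay system – 2C mouse CD8+ T cells · Also added – QL9-loaded Drosophila micro-vesicles · Timing – Cell–vesicle co-incubation 1.5 h at 37 °C, staining 20 min on ice · Signal – flow cytometry of vesicle-bound cells · Measure – percent CD8+ FL2 mean versus row control · Controls – Peptide-free naked vesicles (low) and QL9 vesicles with 0.7% DMSO vehicle (high)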
# T cell HTS vesicle-bound % = second read-out of T cell HTS, no call of its own (marks repeat the call); double positive events, %; measured here: CD8+ vesicle-bound cell fraction;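 binding gate set so that unloaded-vesicle control wells show 10% double positive cells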
# NTR1 agonist cell count 20 µM = second read-out of NTR1 agonist, no call of its own (marks repeat the call); cell count; measured here: cell count, cytotoxicity flag
# Myeloid diff MLP GFP+ MAC1+ % = further read-out of Myeloid diff MLP, marked with its call; GFP+ MAC1+ double positive, %; measured here: differentiation confirmed by MAC1 staining
# An asterisk follows results filed as active; i = inactive; / = no result given; + = active, no number; [ ] = remark or other dose. Cut-off read from the data, not from the text of the source, unless noted: active = inhibition above about 50%; inactive = the rest.
SMILES,GPR55 activation,HEK293 NOD2/NF-kB,KOR beta-arrestin-1,NTR1 agonist,NTR1 agonist cell count 20 µM,GPR55 LPI antagonism,KOR beta-arrestin-2,Myeloid diff MLP,Myeloid diff MLP GFP+ MAC1+ %,NOD1 inhibition,T cell HTS,T cell HTS vesicle-bound %
CC(=O)c1cccc(N(C(=O)c2ccco2)C(C(=O)NC2CCCC2)c2ccncc2)c1 (configuration not stated),0.3%,2%,-31%,-1.0,42,3%,2.0%,i,1.6,-19%,i,39
Cc1cc(NC(=O)c2ccco2)no1,-0.1%,-4%,17%,-0.1,54,-4%,-0.4%,i,1.0,14%,i,22
COc1ccc(/C=N/n2c(-c3n[nH]c4c3CCC4)n[nH]c2=S)c(OC)c1OC,0.3%,9%,25%,-0.8,45,-1%,-3.4%,i,0.4,-9%,i,24
Cc1c2cnn(CC(=O)NCCCN3CCCCC3)c(=O)c2c(C)n1Cc1ccccc1,-0.1%,24%,3%[20 µM],0.1,67,-5%,0.6%,i,3.1,10%,i,23
O=C1C=C(NC2=CC3OC(c4ccccc4)OCC3OC2=O)CCC1 (configuration not stated),0.6%,10%,/,/,/,28%,3.3%,i,1.5,-24%,i,44
Cc1ccc(-n2nnnc2-c2ccccc2)cc1,-0.1%,5%,-38%,-1.3,61,-2%,6.3%,i,0.3,-21%,i,53
CNc1cc(CSC)nc(SCc2ccc(Cl)cc2Cl)n1,0.4%,11%,-43%,7.8,49,12%,5.8%,i,2.4,-7%,i,30
CCC(C)[C@H](N)c1cn([C@@H](Cc2cc3ccccc3[nH]2)C(=O)N2CCNCC2)nn1 (some centres not stated),-0.1%,17%,-9%,-1.1,40,8%,-0.2%,i,1.2,-13%,/,/
CC1=C(C(=O)N2CCCCC2)C2(CCC(C)CC2)OC1=O (configuration not stated),2.6%,2%,-55%,4.6,59,-5%,2.3%,i,2.7,17%,i,24
C/C=C(/C)C(=O)Nc1cccc(C2=NOC3(C2)C[C@@H](C(N)=O)N(C(=O)/C=C/CC)C3)c1 (some centres not stated),-0.1%,19%,10%,0.9,66,10%,8.2%,i,1.3,-1%,i,40
Cn1c(C(C#N)C(=O)c2ccco2)nc2ccccc21 (configuration not stated),-0.1%,-28%,8%,1.1,57,6%,-6.0%,i,0.9,-39%,i,39
CC1=C(C)CC(C(=O)Nc2ccc(C(=O)N3CCOCC3)cc2)C(C(=O)O)C1 (configuration not stated),-0.1%,0%,7%[20 µM],-0.3,85,6%,/,i,0.5,-26%,i,43
CCN1C(=O)C(NC(C)=O)c2cc(OC)ccc21 (configuration not stated),0.3%,5%,-8%,-0.1,39,-1%,0.6%,i,0.8,3%,i,26
Cc1c(NS(=O)(=O)c2ccc3c(c2)NC(=O)CC(=O)N3)cccc1[N+](=O)[O-],0.0%,1%,-9%,0.0,51,6%,-1.3%,i,1.7,-6%,i,21
O=C(OCC1O[C@@H](OC(=O)c2cc(O)c(O)c(O)c2)[C@@H](OC(=O)c2cc(O)c(O)c(O)c2)[C@@H](OC(=O)c2cc(O)c(O)c(O)c2)[C@@H]1OC(=O)c1cc(O)c(O)c(O)c1)c1cc(O)c(O)c(O)c1 (some centres not stated),-0.3%,-10%,-5%,-0.5,88,4%,-3.4%,/,/,-37%,i,54
CCOc1ccc(-c2nc(S(=O)(=O)c3ccccc3)c(NC)o2)cc1,0.2%,15%,-5%,2.9,80,8%,2.5%,i,0.6,3%,i,9
CC(C)C(NC(=O)OC(C)(C)C)C(=O)N1CCCC1C(=O)NC(Cc1ccccc1)C(N)=O (configuration not stated),0.1%,3%,-33%,2.1,76,14%,1.8%,i,2.4,15%,i,20
O=[N+]([O-])c1ccc(N2CCN(S(=O)(=O)c3ccccc3)CC2)cc1,-0.1%,17%,7%,0.3,55,0%,1.5%,i,0.2,-3%,i,61
CC(=O)c1ccc(OCc2cc(C(=O)N(C)Cc3nc4c(C)cccc4[nH]3)no2)cc1,0.2%,9%,-12%,0.6,65,1%,-4.1%,i,0.9,-28%,i,42
O=C(CSc1ccccn1)Nc1nncs1,1.5%,12%,-6%,0.5,79,8%,-1.2%,i,1.7,-22%,i,10

# Reprinted from the part before: 2 entries, then new ones.
SMILES,GPR55 activation,HEK293 NOD2/NF-kB,KOR beta-arrestin-1,NTR1 agonist,NTR1 agonist cell count 20 µM,GPR55 LPI antagonism,KOR beta-arrestin-2,Myeloid diff MLP,Myeloid diff MLP GFP+ MAC1+ %,NOD1 inhibition,T cell HTS,T cell HTS vesicle-bound %
CC(=O)c1ccc(OCc2cc(C(=O)N(C)Cc3nc4c(C)cccc4[nH]3)no2)cc1,0.2%,9%,-12%,0.6,65,1%,-4.1%,i,0.9,-28%,i,42
O=C(CSc1ccccn1)Nc1nncs1,1.5%,12%,-6%,0.5,79,8%,-1.2%,i,1.7,-22%,i,10
COc1ccccc1N1C(=O)S/C(=C\c2ccc(C)s2)C1=O,0.1%,-42%,-51%[20 µM],-1.3,47,5%,2.1%,i,1.7,-63%,i,58
Cc1cnc2c(C(=O)O)cnn2c1,0.5%,11%,-6%,3.4,45,7%,-0.2%,i,0.1,-26%,i,52
Cc1cccc(OCC2=N/C(=C\N(C)C)C(=O)O2)c1,-0.2%,-10%,-14%,-1.3,74,13%,-3.0%,i,3.1,-7%,i,57
O=C(N/N=C/c1ccc2c(c1)OCO2)c1ccc2ccccc2n1,-0.4%,-34%,-3%,0.1,71,10%,-5.2%,i,0.3,-46%,i,49
CCN1CCCC1CNC(=O)c1ccc2c(=O)n(CCOC)c(=O)[nH]c2c1 (configuration not stated),-0.1%,13%,-6%,1.1,80,5%,-2.1%,i,0.1,10%,i,62
CCCc1nc2c(c(=O)c3ccccc3n2C)c(=O)n1-c1ccc(F)cc1,0.2%,0%,-26%,2.6,58,4%,10%,i,0.3,-21%,i,48
Cc1ccc(C(=O)NNC(=O)C2CCN(Cc3ccc(Cl)c(Cl)c3)CC2)cc1,-0.2%,3%,-5%,-0.9,57,-4%,-2.2%,i,0.3,2%,i,27
O=C(Nc1ccc(C(=O)O)cc1)/C(=C\c1ccc2c(c1)OCO2)NC(=O)c1ccc(Br)cc1,-0.1%,16%,-56%[20 µM],1.0,38,-4%,0.2%,i,0.0,-14%,i,65
O=C(COC(=O)CCc1nc2ccccc2c(=O)[nH]1)Nc1ccc(N2CCOCC2)cc1,-0.1%,-13%,6%,-1.4,61,10%,2.7%,i,0.2,-11%,i,45
CC(C)(C)NC(=O)Cn1cnc2cc([N+](=O)[O-])ccc2c1=O,0.1%,17%,0%,0.8,44,9%,-4.7%,i,0.2,-6%,i,44
Cc1cccc(-n2cc(CNCCN3CCOC3=O)c(-c3cccc(F)c3)n2)c1,0.5%,6%,-45%,-0.5,58,2%,1.8%,i,0.1,-32%,i,49
CC(=O)c1ccc(C(=O)Nc2sc3c(c2C(N)=O)CCN(Cc2ccccc2)C3)cc1,0.0%,2%,-37%[20 µM],5.6,70,17%,-2.3%,+,5.3*,0%,i,25
CCOCCCNC(=S)N1CCN(c2nc(-c3ccccc3)cs2)CC1,-0.2%,33%,-15%,2.5,67,17%,-0.6%,i,0.4,-3%,i,57
c1ccc2c(c1)CCN(C1CCCCC1)C2,-0.2%,-10%,15%,3.5,62,0%,-5.8%,i,0.8,-27%,i,17
NC(=O)c1oc2ccccc2c1NC(=O)c1ccc(F)cc1,0.2%,-10%,-2%,3.1,28,-3%,-1.5%,i,2.1,-22%,i,37
COC(=O)CN1C(=O)COc2ccc(S(=O)(=O)N3CCCC3)cc21,-0.2%,8%,-41%,-0.5,65,-14%,4.9%,i,0.7,25%,i,21
CC(C(=O)N1CCCc2ccccc21)N1CCN(c2ccccn2)CC1 (configuration not stated),0.5%,1%,16%,0.7,58,14%,-1.5%,i,0.4,-47%,i,17
CCC(C)NC(=O)CCS(=O)(=O)c1ccc(Br)s1 (configuration not stated),-0.1%,4%,-2%,3.5,36,2%,1.3%,i,0.9,19%,i,18
O=C1Nc2ccccc2/C1=N\N1CCOCC1,-0.3%,18%,2%,-0.5,61,-2%,0.3%,i,0.6,-6%,i,6
COc1ccc(C(=O)c2ccc(Cl)cc2)c2ccccc12,-0.1%,-1%,-76%,2.0,42,20%,6.0%,i,0.8,-6%,i,48
N/C(=N\OC(=O)COc1ccc(Cl)cc1Cl)c1cccnc1,-0.1%,-66%,1%,0.3,51,-4%,2.0%,i,0.4,-85%,i,54
Cc1c(OC(C)C(=O)O)ccc2c(-c3ccccc3)cc(=O)oc12 (configuration not stated),0.4%,12%,4%,-0.4,47,5%,0.0%,i,0.5,-22%,i,46
COc1ccc(CN(C)C(=O)c2cc(-c3ccc(OC)c(OC)c3)nc3ccccc23)c(OC)c1,0.0%,35%,16%,3.9,59,1%,-2.1%,i,1.5,13%,i,7
CCc1nnc(NC(=O)CSc2nnnn2C)s1,-0.4%,11%,-7%,-1.0,86,-5%,1.9%,i,1.7,-24%,i,59
S=C(c1ccc(-c2ccc(Br)cc2)o1)N1CCCCC1,-0.1%,-185%,-25%[20 µM],7.8,73,7%,/,i,0.2,-46%,i,3
CC(C)CNC(=S)Nc1ccccc1F,-0.3%,2%,-37%,0.2,42,-3%,1.1%,i,0.2,28%,i,34
CC(C)CN(CC(C)C)C(=S)NC1CCCCC1,-0.3%,7%,15%,-0.5,57,7%,6.1%,i,0.0,-21%,i,52
CC1(C)CC(=O)C(C=NCC2CCNCC2)=C(O)C1,0.6%,7%,2%,-1.0,63,0%,6.0%,i,1.3,-6%,i,2
CCNC(=S)Nc1cc(OCC)c(N2CCOCC2)cc1OCC,-0.1%,-10%,-6%,0.4,59,5%,0.6%,i,0.4,-32%,i,18
O=C(CSc1nnc2ccc(-c3cccnc3)nn12)Nc1ccc(F)cc1F,0.3%,7%,-12%,-1.6,47,-1%,2.2%,i,0.5,-18%,i,22
COc1ccc(C)cc1S(=O)(=O)N1CCCC(C(=O)NC2CC2)C1 (configuration not stated),0.2%,4%,16%,0.4,56,-15%,-0.8%,/,/,-18%,i,17
C=CCn1c(SCCCc2ccccc2)nc2c1c(=O)[nH]c(=O)n2C,0.5%,3%,-39%,16,69,1%,3.3%,i,2.3,-1%,i,37
S=c1[nH]nc(Cc2cccs2)n1-c1cccc2ccccc12,0.4%,3%,-5%,0.7,55,-4%,12%,i,0.1,-26%,i,17
Cn1c(=O)n(C)c2cc(S(=O)(=O)N3CCN(c4ccccc4)CC3)ccc21,-0.1%,14%,18%,0.2,53,-6%,1.0%,i,0.3,0%,i,31

# Not all compounds are listed; count on the stated rates, not on these rows.
